# Bioassay records (PubChem)
# EPAC1 ag: EPAC1 (human) agonism | 0.073% of 360,000 active | Potency, µM (series often up to 154 µM), for inactives: top-dose activation, actives largely listed as activators | O95398 | AID 720707 | EPAC1 agonist qHTS, biochemical assay; response scale: 100% = response to 6.5 mM cAMP; also: potency is read from the fitted curve at half-maximal effect; nearly all actives have a fitted effect of over 60% in size
# Target sequence (O95398 whole entry, looked up): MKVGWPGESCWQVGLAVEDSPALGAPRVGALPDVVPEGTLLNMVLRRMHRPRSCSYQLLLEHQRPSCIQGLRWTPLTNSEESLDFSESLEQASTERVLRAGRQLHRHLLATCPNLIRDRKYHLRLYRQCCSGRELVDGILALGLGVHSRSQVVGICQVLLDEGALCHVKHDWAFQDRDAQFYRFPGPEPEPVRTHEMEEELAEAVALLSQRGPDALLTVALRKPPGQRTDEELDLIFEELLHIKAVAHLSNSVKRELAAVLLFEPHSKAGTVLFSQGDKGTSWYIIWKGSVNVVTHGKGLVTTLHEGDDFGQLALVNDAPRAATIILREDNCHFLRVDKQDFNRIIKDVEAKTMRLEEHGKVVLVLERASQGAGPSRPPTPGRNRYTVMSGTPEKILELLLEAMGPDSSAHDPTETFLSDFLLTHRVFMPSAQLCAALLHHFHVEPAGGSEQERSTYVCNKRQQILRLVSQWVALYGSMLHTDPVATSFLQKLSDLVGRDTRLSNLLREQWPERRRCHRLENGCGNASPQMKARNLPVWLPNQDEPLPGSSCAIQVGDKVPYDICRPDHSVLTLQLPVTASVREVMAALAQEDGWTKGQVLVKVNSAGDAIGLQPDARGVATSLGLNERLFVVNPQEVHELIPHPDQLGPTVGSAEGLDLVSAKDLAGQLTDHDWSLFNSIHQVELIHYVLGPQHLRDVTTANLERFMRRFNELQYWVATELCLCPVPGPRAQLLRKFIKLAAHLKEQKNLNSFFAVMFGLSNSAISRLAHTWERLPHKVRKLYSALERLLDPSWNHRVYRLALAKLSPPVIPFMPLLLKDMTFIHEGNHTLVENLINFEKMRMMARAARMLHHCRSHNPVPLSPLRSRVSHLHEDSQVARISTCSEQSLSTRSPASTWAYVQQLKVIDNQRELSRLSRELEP
#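 Normalized to 6.5 mM cAMP, activity reflects EPAC1-catalysed release of BODIPY-GDP from Rap1B, followed kinetically over 30 min at 480 nm excitation, 540 nm emission. Reaction contained 100 nM EPAC1, 250 nM Rap1B-BODIPY-GDP, 50 uM GDP.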
# IL-2 act: IL-2 activation; IL-2 activation reporter assay, cell-based qHTS; stimulated with anti-CD3/CD4/CD28 beads; in transgenic mouse T cells; activation, % (series mostly up to about 46 µM); 0.065% of 360,000 active; AID 652025; in the data active = activation above about 50%; inconclusive = mostly about 30% to 49%; also: 0% is about no effect
#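 Unstimulated transgenic mouse T cells; 60-min compound exposure; bead-based TCR/CD4/CD28 stimulation; 18 h culture, 37 degrees C; dual fluorescence (EGFP, DsRed) plate cytometry.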
# PI5P4K alpha inh: PI5P4K alpha (human) kinase inhibition; PI5P4Kalpha enzyme, ADP-Glo luminescence, 60 min; hits give low values; 1.2% of 330,000 active; max response, %; AID 652105; active = max response of -50% or lower; inconclusive = between -30% and -50%; inactive = -30% or higher; also: value at the top dose of about 77 µM; % is scaled to controls: 0 for no effect and ±100 for the full control effect
#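 qHTS, 1536-well: enzyme/substrate mix, compound by pin tool, 5 microM ATP final; RT 60 min; ADP-Glo reagents 1 (45 min) then 2 (30 min); luminescence.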
# PLK1 PBD inh: blocks phosphopeptide binding to human PLK1 polo-box domain; AID 720504; Potency, µM, without a hit: max response, negative = inhibition, usual class: inhibitors; P53350; 2.8% of 360,000 active; Plk1 PBD binding of FITC phosphopeptide, fluorescence polarization; also: potency is read from the fitted curve at half-maximal effect; series mostly up to about 57 µM; % is scaled to controls: 0 for no effect and ±100 for the full control effect; nearly all actives have a fitted effect of over 65% in size
# aSyn rescue: alpha-synuclein toxicity inhibition in yeast | AID 652106 | Potency, µM (doses to about 46.1 µM), for inactives: top-dose growth rescue (activation), usual class: activators | Yeast expressing alpha-synuclein, growth rescue, BacTiter-Glo, 24 h | 0.14% of 370,000 active; also: potency is read from the fitted curve at half-maximal effect; % of control where 0% means no effect; nearly all actives have a fitted effect of over 65% in size
#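 Rescue of yeast growth: cells expressing toxic alpha-synuclein, induced in galactose at OD600 0.02, incubated with compound 24 h at 30 C. ATP luminescence quantified growth; inhibitors of toxicity appear as activators.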
# Abeta rescue: A-beta toxicity reversal in yeast | yeast expressing A-beta42, growth rescue, OD600, 48 h; response scale: 0% DMSO, 100% iron-clioquinol control | Potency, µM (titrated, usually from 46.1 µM), for inactives: at the top dose growth rescue, actives largely listed as activators | 0.063% of 410,000 active | AID 1347071; also: potency is read from the fitted curve at half-maximal effect; nearly all actives have a fitted effect of over 55% in size
#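 Yeast A-beta toxicity model in growth medium with pinned compounds, 48 h at 30 C; growth read as absorbance at 600 nm. Normalized to FeCl3/clioquinol equimolar mix (positive) and DMSO (negative).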
# WRN inhibitor: WRN helicase (human) inhibition | 0.46% of 360,000 active | WRN helicase unwinding, fluorescent forked duplex, kinetic | Potency, µM (series often up to 114 µM), for inactives: at the top dose activity change, negative = inhibition, hits mostly inhibitors | AID 651768; also: potency is read from the fitted curve at half-maximal effect; % is scaled to controls: 0 for no effect and ±100 for the full control effect; nearly all actives have a fitted effect of over 55% in size
#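 Fluorescence dequenching readout, ex 525 nm/em 598 nm, kinetic mode: forked duplex DNA (100 nM final) with adjacent fluorophore and quencher unwound by WRN (20 nM final) with 2 mM ATP. Compound preincubation 15 min, room temperature.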
# FUS suppressor: rescues growth of FUS-expressing yeast; S. cerevisiae FUS-expressing, growth rescue, OD600, 24 h; Potency, µM (top dose mostly 76.6 µM), without a hit: top-dose growth rescue (activation), actives largely listed as activators; 0.24% of 390,000 active; AID 1347120;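 also: potency is read from the fitted curve at half-maximal effect; plate controls were DMSO vehicle for no effect and reference control for full effect; nearly all actives have a fitted effect of over 55% in size; some results filed as inactive show a strong effect at the top dose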
#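 Compound concentration series was pinned onto galactose-induced FUS-expressing yeast seeded at OD 0.005. Plates sat 24hr at 30C; absorbance at 600 nm gave growth. DMSO served as background control.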
# EPAC1 antag: antagonists of human EPAC1 | O95398 | EPAC1 GEF assay, Rap1b-BODIPY-GDP exchange fluorescence | Potency, µM (titrated, usually from 115 µM), without a hit: top-dose activity change, negative = inhibition, actives largely listed as inhibitors | 0.14% of 360,000 active;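 also: potency is read from the fitted curve at half-maximal effect; plate controls were vehicle for no effect and positive control for full effect; nearly all actives have a fitted effect of over 50% in size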
# Active calls of the source: *; u = inconclusive; x = not tested or not shown; & = joins results of further samples; [ ] = another dose, or the depositor's remark. Unless noted, calls follow the shape of the dose curve; as a rule, active = well fitted curve in the direction sought with a large enough effect; inconclusive = small, poorly fitted or top-dose-only effect, or another doubt; inactive = no such curve, though single readings can be large; an effect the other way counts as inactive or inconclusive. Compounds as they come, and some 4.1% of all compounds hit somewhere here.
no.	Structure	aSyn rescue	IL-2 act	EPAC1 antag	EPAC1 ag	Abeta rescue
1	Cn1c2cc(Br)sc2c2cnn(Cc3ccc(F)cc3F)c(=O)c21	x	-0.9	u	5%	3%
2	CSc1cccc(NC(=O)C2(S(=O)(=O)c3ccc(C)cc3)CC2)c1	4%	-2.0	-10%	9%	-3%
3	COc1ccc(NC(=O)COC(C)=O)cc1Cl	4%	0.1	1%	-8%	-4%
4	NC(=O)CC[C@H](NC(=O)c1ccc(F)cc1)C(=O)OCC(=O)NCc1ccc(F)cc1	2%	3.9	-12%	-13%	-5%
5	COc1cc(/C=C\C(=O)O)cc(S(=O)(=O)N2CCCCCC2)c1OC	-3%	-0.9	13%	7%	-7%
6	COc1cccc(C(=O)NCC(=O)N/N=C(C)\C=C\c2ccccc2)c1	2%	0.2	1%	5%	-4%
7	COc1ccc(CCN(C)C(=O)COC(=O)/C=C/c2ccc(C)o2)cc1OC	-9%	-3.9	-18%	6%	14%
8	C#CCOc1coc(COC(=O)c2ccccc2)cc1=O	3%	-0.3	-6%	-3%	-1%
9	COc1ccc(C(CNC(=O)c2oc3ccc(Cl)cc3c2C)N2CCCCC2)cc1 (stereo unspecified)	-1%	-0.7	-13%	-10%	-25%&12%
10	C=CCNC(=S)NNc1nc2c(c(=O)[nH]1)C1(CCCCC1)Cc1ccccc1-2	-4%	-0.6	u	7%	27%
11	O=C(O)/C=C/C(=O)NCCc1ccc(Cl)cc1	-11%	-0.3	-9%	9%	-3%
12	CN(C(=O)COC(=O)c1cccs1)c1ccccc1	2%	1.3	-7%	6%	0%
13	COc1ccc(/C=C2/SC(=S)N(CCCC(=O)N3CCN(C)CC3)C2=O)cc1	1%	-0.9	-3%	18%	-10%
14	CN(C)/C=C/C(=O)c1nnn(C2CCCCC2)c1NC1CCCCC1	-12%	0.0	-12%	7%	-9%
15	CC1CCCN(CCOc2ccc(Br)cc2)C1 (stereo unspecified)	0%	-2.9	-6%	0%	-12%

no.	WRN inhibitor	FUS suppressor	PI5P4K alpha inh	PLK1 PBD inh
1	x	-9%	x	x
2	-6%	0%	-5	1%
3	4%	13%	-9	27µM*
4	-23%	-5%	-17	u
5	3%	12%	-20	-14%
6	-8%	10%	u	-7%
7	-15%	18%	5	-30%
8	-5%	44%	6	-15%
9	2%	-6%&-7%	-4	-8%
10	-12%	u	-1	-26%
11	-3%	-21%	-3	6%
12	4%	-44%	-3	-2%
13	4%	12%	1	-1%
14	-5%	40%	x	-11%
15	-2%	-6%	-6	-1%

# Next part:
no.	Structure	aSyn rescue	IL-2 act	EPAC1 antag	EPAC1 ag	Abeta rescue
16	Cc1cc(C(=O)OCC(=O)N2CCc3ccccc32)ccc1[N+](=O)[O-]	-5%	2.2	-9%	5%	-13%
17	Cc1ccc(OCc2cc(C(=O)NCCc3cccnc3)no2)cc1C	1%	-4.5	-4%	2%	2%
18	C/C(=N\O)c1c(O)cc(-c2ccccc2)n(-c2ccccc2)c1=O	-8%	-2.5	-16%	1%	-6%
19	C/C(=N\Nc1nccnc1Cl)c1ccc(F)cc1	-3%	1.5	-10%	-10%	-3%
20	CCCOc1ccccc1C(=O)N(Cc1ccc(C)o1)C1CCS(=O)(=O)C1 (stereo unspecified)	1%	-0.6	-1%	0%	7%
21	Cc1nc2n[nH]c(N)c2nc1C	-4%	-1.4	17%	-16%	3%
22	COc1ccc(CCNC(=O)c2cc(C3CC3)on2)cc1OC	-16%	-1.4	6%	-4%	3%
23	Cn1cc(C(=O)C(=O)N2CCc3ccccc32)c2ccccc21	1%	-1.5	20%	8%	-1%
24	COc1ccc2oc(=O)c(C(=O)NCC3CCCO3)cc2c1 (stereo unspecified)	-2%	1.0	-11%	13%	2%
25	COc1ccc(CCNC(=O)CSc2nc3ccsc3c(=O)n2Cc2ccccn2)cc1OC	-2%	-2.5	-1%	14%	5%
26	O=C(O)Cc1ccc(NC(=O)c2ccc(Cl)c(Cl)c2)cc1	-13%	0.2	2%	4%	-19%
27	Cc1nc(NCc2ccc(S(N)(=O)=O)cc2)c2c(C)c(C)sc2n1	-1%	0.4	-19%	8%	-14%
28	Cc1ccc(S(=O)(=O)NCCC(=O)NCCc2ccccc2)cc1	0%	-4.1	-17%	2%	0%
29	O=C(Cc1ccc(F)cc1)NCCc1ccc(F)cc1	-13%	-1.0	-5%	-9%	20%
30	Cc1ccnc(NC(=O)CCC2COc3ccccc3O2)c1 (stereo unspecified)	-3%	-3.5	-23%	3%	-1%[9.22 µM]

no.	WRN inhibitor	FUS suppressor	PI5P4K alpha inh	PLK1 PBD inh
16	-2%	x	-8	6%
17	-3%	5%	-8	-17%
18	-7%	u	-7	-1%
19	5%	22%	-6	1%
20	-3%	6%	0	0%
21	1%	-35%	0	-5%
22	-2%	-8%	-6	-20%
23	7%	19%	2	-4%
24	1%	2%	0	-2%
25	1%	-11%	1	-6%
26	-8%	-4%	-7	-12%
27	-7%[57.1 µM]	7%	-8	-5%
28	3%	19%	2	-7%
29	-6%	x	3	1%
30	-14%	-34%	4	-2%

# Single records, as listed above. Order of values: aSyn rescue | IL-2 act | EPAC1 antag | EPAC1 ag | Abeta rescue | WRN inhibitor | FUS suppressor | PI5P4K alpha inh | PLK1 PBD inh
# C/C(=N\O)c1c(O)cc(-c2ccccc2)n(-c2ccccc2)c1=O is listed as -8% | -2.5 | -16% | 1% | -6% | -7% | u | -7 | -1%
# NC(=O)CC[C@H](NC(=O)c1ccc(F)cc1)C(=O)OCC(=O)NCc1ccc(F)cc1 is listed as 2% | 3.9 | -12% | -13% | -5% | -23% | -5% | -17 | u
# COc1cccc(C(=O)NCC(=O)N/N=C(C)\C=C\c2ccccc2)c1 is listed as 2% | 0.2 | 1% | 5% | -4% | -8% | 10% | u | -7%

# Going on with the list:
no.	Structure	aSyn rescue	IL-2 act	EPAC1 antag	EPAC1 ag	Abeta rescue
31	O=C(O)c1ccccc1C(=O)NCCCn1ccnc1	4%	-0.4	2%	12%	-3%
32	COc1ccc(Nc2nc(-c3cccs3)nc3ccccc23)cc1S(=O)(=O)N1CCOCC1	5%	-3.3	-37%	16%	-9%
33	CCC(c1nnnn1C(C)(C)CC)N(CCCO)Cc1cc2cccc(C)c2[nH]c1=O (stereo unspecified)	1%	0.6	-9%	5%	-3%
34	CC1CCN(C(=O)c2cc(-c3ccco3)on2)CC1	1%	-0.8	-3%	3%	-11%
35	Cc1ccc(C(=O)Nc2c(C(=O)N3CCOCC3)cnn2-c2ccccc2)cc1	-2%	-1.9	-4%	3%	0%
36	O=C1NC(c2cc3c(cc2Cl)OCO3)Oc2ccccc21 (stereo unspecified)	0%	-2.8	18%	-1%	21%
37	CC1CCN(S(=O)(=O)c2ccc3[nH]c(=O)[nH]c3c2)CC1	-2%	0.5	-2%	6%	6%
38	COc1cccc(C(=O)O/N=C(\N)c2ccc([N+](=O)[O-])cc2)c1OC	-16%	1.4	10%	12%	5%
39	CCSc1nnc(NC(=O)COc2cccc3ccccc23)s1	-1%	0.8	-2%	3%	11%
40	Cc1cccc(NC(=O)C2CCCN(S(=O)(=O)c3c(C)nn(C)c3C)C2)c1 (stereo unspecified)	5%	-1.7	-14%	0%	5%
41	CCOC(=O)C1=NN(C(=O)Cc2ccccc2)C(O)(c2ccc(Cl)cc2)C1 (stereo unspecified)	u	-0.1	-3%	-1%	-4%
42	O=CNCC(=O)NC1CCCCCC1	3%	-0.7	10%	4%	11%
43	Cc1ccc(-c2ocnc2C(=O)Nc2ccccc2NC(=O)c2ccccn2)cc1	0%	-2.3	u	8%	-4%
44	CCC(=O)c1ccc(OC(=O)N2CCOCC2)cc1	5%	0.4	-2%	-7%	-7%
45	CCOc1ccc(/C=N/NC(=O)CC(=O)NCc2ccccc2)cc1	-3%	0.0	1%	0%	0%
46	COc1ccccc1/C=C/C(=O)OCC(=O)NC1CCS(=O)(=O)C1 (stereo unspecified)	-6%	1.5	1%	-9%	-5%
47	COc1ccc(OC)c(S(=O)(=O)N2CCN(C(=O)CCc3ccccc3)CC2)c1	3%	-2.4	2%	0%	10%
48	O=C(NCc1ccco1)c1ccc(NS(=O)(=O)c2cccc([N+](=O)[O-])c2)cc1	-5%	-1.5	-3%	-5%	-1%

no.	WRN inhibitor	FUS suppressor	PI5P4K alpha inh	PLK1 PBD inh
31	5%	7%	5	1%
32	-23%	u	0	0%
33	-7%	16%	6	-4%
34	u	-3%	-11	-11%
35	-3%	-7%	-2	-14%
36	11%	20%	-3	-3%
37	-2%	1%	0	-3%
38	6%	-2%	11	-8%
39	-1%	-9%	x	-5%
40	4%	-12%	-3	-4%
41	-8%	x	7	-4%
42	-2%	-5%	x	1%
43	-3%	34%	5	-2%
44	8%	-28%	0	4%
45	9%	17%	0	-20%
46	3%	6%	4	4%
47	-2%	x	5	6%
48	-11%	0%	-13	-12%

# 2 of the compounds above, with bars between the fields:
entry | smiles | aSyn rescue | IL-2 act | EPAC1 antag | EPAC1 ag | Abeta rescue | WRN inhibitor | FUS suppressor | PI5P4K alpha inh | PLK1 PBD inh
31 | O=C(O)c1ccccc1C(=O)NCCCn1ccnc1 | 4% | -0.4 | 2% | 12% | -3% | 5% | 7% | 5 | 1%
32 | COc1ccc(Nc2nc(-c3cccs3)nc3ccccc23)cc1S(=O)(=O)N1CCOCC1 | 5% | -3.3 | -37% | 16% | -9% | -23% | u | 0 | 0%
